ERAP1 HTS inh – blocks human ERAP1 aminopeptidase activity; Q9NZ08; recombinant ERAP1, Leu-AMC fluorescence, 60 min; inhibition, % at 10.7 µM; 340,000 compounds, 0.15% hits; AID 652197;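 active means mean replicate inhibition of at least 30%, or all replicates individually reaching that 30% level; inactive means mean below 30% and not every replicate reaching it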;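 further: 0% = neutral control wells and 100% = L-leucinethiol positive control wells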
S100A4 inh HTS – inhibitors of human S100A4 binding to myosin IIA peptide; P26447; S100A4/TAMRA-MyoIIA peptide fluorescence polarization; inhibition, % at 10.7 µM; 360,000 compounds, 0.14% hits;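 active means mean inhibition of at least 70% across replicates, with every replicate also reaching that level; inconclusive means mean inhibition reaches 70% but some replicates fall short; inactive means mean inhibition below 70%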
Target sequence (P26447 whole entry, looked up): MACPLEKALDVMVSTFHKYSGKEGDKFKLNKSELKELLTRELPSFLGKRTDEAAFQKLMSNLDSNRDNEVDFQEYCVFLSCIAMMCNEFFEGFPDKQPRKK
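Compound dosing: one dose per compound; test system: human S100A4 monomer with TAMRA-labelled myosin IIA peptide; probe or stimulus: TAMRA-labelled myosin IIA heavy-chain peptide probe, 5 nM; medium: HEPES buffer with Ca2+, pH 7.2; schedule: 5 min incubation before reading; benchmarks: neutral control DMSO, positive control TFP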
esBAF inh – blocks esBAF chromatin remodeling in mouse ES cells | Bmi1-luciferase knock-in reporter, 24 h; 100% = twice the neutral-well signal | reporter increase, % at 12.5 µM | 350,000 compounds, 2% hits; in the data active means activation above about 40%; inconclusive means no clear call, values can overlap the other calls;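 further: 0% = median of the plate's neutral control wells and 100% = double that signal; a rise in the Bmi1 reporter signal indicates esBAF inhibition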
Xi reactivation – X-chromosome reactivation activator | activation, % at 7.58 µM | 360,000 compounds, 0.055% hits | AID 743238 | XiGFP mouse fibroblasts, % GFP-positive cells imaging, 3 d; cells co-treated with 5-aza-dC sensitizer; scaled so ellipticine positive control = 100%;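 active means mean normalized replicate activation at least 10% and every replicate at or above 10%; inconclusive means only one of the two criteria met; inactive means mean below 10% and not all replicates reach 10%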;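 further: 0% = median of on-plate neutral control wells and 100% = ellipticine 6 µM median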
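Material: SV40-immortalized XiGFP fibroblast cells, line 68-5-11 | Buffer or medium: DMEM containing 5-aza-dC | Dosing: One concentration, pinned | Times: 3 d treatment, 15 min room-temperature fixation | Controls: Ellipticine 6 µM positive control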
RAD52 anneal inh – RAD52 (human) annealing inhibition; recombinant RAD52 DNA annealing, FRET fluorescence; 360,000 compounds, 0.46% hits; P43351; AID 651710; inhibition, % at 18.7 µM;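 active means every replicate showing at least 50% inhibition; inconclusive means mean inhibition at least 50% but not in every replicate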
Target sequence (P43351 whole entry, looked up): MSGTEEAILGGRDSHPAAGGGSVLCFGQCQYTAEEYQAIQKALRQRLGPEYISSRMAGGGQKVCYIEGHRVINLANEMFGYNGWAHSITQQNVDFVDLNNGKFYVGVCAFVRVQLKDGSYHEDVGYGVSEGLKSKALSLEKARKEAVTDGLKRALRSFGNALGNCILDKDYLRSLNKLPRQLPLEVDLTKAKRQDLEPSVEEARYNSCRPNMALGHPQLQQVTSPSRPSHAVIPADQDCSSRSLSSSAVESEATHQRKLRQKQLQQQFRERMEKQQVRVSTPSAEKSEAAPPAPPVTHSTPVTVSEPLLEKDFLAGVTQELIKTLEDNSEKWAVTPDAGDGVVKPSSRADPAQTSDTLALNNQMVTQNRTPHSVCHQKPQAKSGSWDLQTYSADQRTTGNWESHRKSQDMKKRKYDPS
ERp5 inh – blocks human ERp5 reductase activity on insulin; inhibition, % at 9.99 µM; 350,000 compounds, 0.05% hits; AID 651711; ERp5 insulin aggregation, absorbance 650 nm, 90 min; Q15084;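 active means mean replicate inhibition above about 25%, with every replicate also reaching it, limit read from the data, passing the limit was not always enough; inconclusive means only one of those two criteria met; inactive means neither criterion met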
Target sequence (Q15084 whole entry, looked up): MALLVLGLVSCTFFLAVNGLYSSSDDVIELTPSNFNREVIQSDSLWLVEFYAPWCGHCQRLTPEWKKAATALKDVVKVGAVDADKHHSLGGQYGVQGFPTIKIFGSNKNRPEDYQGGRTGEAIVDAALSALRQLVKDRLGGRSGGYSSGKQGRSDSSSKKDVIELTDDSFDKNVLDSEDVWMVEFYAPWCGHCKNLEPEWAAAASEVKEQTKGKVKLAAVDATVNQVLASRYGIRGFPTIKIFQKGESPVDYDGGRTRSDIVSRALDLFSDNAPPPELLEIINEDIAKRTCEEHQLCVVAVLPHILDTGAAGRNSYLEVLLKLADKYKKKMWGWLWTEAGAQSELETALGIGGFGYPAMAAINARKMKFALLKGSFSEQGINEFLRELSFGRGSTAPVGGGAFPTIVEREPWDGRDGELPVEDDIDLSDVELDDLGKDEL
E-sel inducer – E-selectin induction on HUVECs. P16581. HUVEC E-selectin immunofluorescence imaging; normalized: neutral wells 0, TNF-alpha wells 100. activation, % at 7.58 µM. 260,000 compounds, 0.37% hits. AID 686992;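 active means mean E-selectin-positive cell signal at least 10% of the positive control, reached in at least 60% of replicates, without over 20% cell loss; inconclusive means no rule given, readout overlaps actives, possibly toxicity-flagged; inactive means the rest, including those meeting only one limit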;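 further: in these data hits start at about 27%; measured in HUVEC primary endothelial cells; signal is the percent of cells scored E-selectin positive by PE staining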
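Test system – human umbilical vein endothelial cells (HUVEC), E-selectin induction · Input – 3,000 HUVEC seeded per well · Buffer or medium – EGM-2, gelatin · Compound dosing – single-point compound dose · Detection – immunofluorescence imaging · Measure – percent E-selectin-positive cells · Controls – TNF-alpha high, DMSO low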
RAD54 branch – inhibitors of human RAD54 branch migration. Q92698. RAD54 Holliday junction branch migration, FAM/BHQ fluorescence. inhibition, % at 10.4 µM. 360,000 compounds, 0.14% hits. AID 602329;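 active means mean normalized replicate activity at least 40 and at least half of replicates scoring 40 or more; inconclusive means only one of the two criteria met; inactive means mean below 40 and under half of replicates reaching 40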;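 further: 0% = median of neutral control wells and 100% = median of positive control wells; inhibitors cause a drop in the FAM fluorescence signal; in these data hits start at about 50%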
* hit, by the source's call; u = inconclusive; x = not tested or not shown.

compound	ERAP1 HTS inh	S100A4 inh HTS	esBAF inh	Xi reactivation	RAD52 anneal inh	ERp5 inh	E-sel inducer	RAD54 branch
COc1ccc(C(CNC(=O)c2c(C)nn(Cc3ccc(C)cc3)c2Cl)N2CCOCC2)cc1 (configuration not stated)	0	-2	-2	0.1	-11	3	0.5	-5
Cc1ccc(C(CNC(=O)Nc2cccc(C)c2)N2CCN(C)CC2)cc1 (configuration not stated)	0	3	-6	0.0	1	-3	-0.8	14
Cc1nsc2c1ccc1ccccc12	9	-8	x	-0.1	2	7	x	x
O=C1NC(=Nc2ccccc2)S/C1=C\c1ccccc1	0	16	33	0.1	-19	2	x	-1
CC(C)C#Cc1cnc2c(c1)C(=O)N([C@@H](C)CO)C[C@@H](C)[C@@H](CN(C)C(=O)CC1CC1)O2	1	-21	x	-1.2	4	1	0.2	x
COc1ccc(C(=O)NNc2ccccc2)cc1OC	2	6	-5	x	-5	4	x	-4
CCCC(=O)OCC(=O)Nc1ccc2[nH]c(=O)[nH]c2c1	15	-1	-2	-0.1	2	0	-0.3	x
COc1ccc(/C=C/c2cc(O)cc(O[C@@H]3O[C@H](CO)[C@@H](O)[C@H](O)[C@H]3O)c2)cc1O	-1	18	-25	0.0	-1	0	-0.2	-2
CC(C)n1cc(CN2CCC(n3nccc3NC(=O)C3CCCC3)CC2)cn1	-5	-6	x	-0.1	-18	3	-0.2	-8
CCN(C[C@H]1N[C@@](Cc2ccccc2)(C(=O)OC)[C@H]2C(=O)N(Cc3ccccc3)C(=O)[C@@H]12)S(=O)(=O)c1ccc(C)cc1	-2	-2	5	0.1	-3	8	x	-16
Nc1ccc(-c2cc(NC=O)c3ncc(-c4cccc(C(F)(F)F)c4)n3c2)cn1	-5	-1	-2	0.2	-18	7	-0.1	0
COc1ccccc1NC(=O)N[C@@H]1CC[C@H](CC(=O)N[C@@H](C)c2ccccc2)O[C@H]1CO	-4	-7	-3	2.9	-12	0	-0.4	4
COc1cccc(S(=O)(=O)Nc2ccc3c(c2)OC[C@@H](C)NC[C@@H](C)[C@H](OC)CN(C)C3=O)c1	1	0	0	0.2	-17	-2	-0.2	1
O=C(Nc1ccc2c(c1)[C@H]1C[C@@H](CC(=O)N3CCCCC3)O[C@@H](CO)[C@H]1O2)c1cccnc1	0	0	-3	0.0	10	1	0.3	4
C[C@@H]1CN([C@@H](C)CO)C(=O)c2cc(NC(=O)Cn3cnnn3)ccc2O[C@H]1CN(C)Cc1ccncc1	4	-5	8	0.2	-9	2	-3.2	-12

(more compounds)
compound	ERAP1 HTS inh	S100A4 inh HTS	esBAF inh	Xi reactivation	RAD52 anneal inh	ERp5 inh	E-sel inducer	RAD54 branch
Cc1ccc(CNC(=O)/C=C/[C@H]2O[C@@H](n3cc(C)c(=O)[nH]c3=O)C[C@@H]2O)o1	x	-3	7	0.1	-7	-2	-1.8	6
COc1ccc(C(=O)NCCCN2CCN(CCCNC(=O)c3ccc(OC)c(OC)c3)CC2)cc1OC	-2	-6	x	-0.1	-15	3	x	1
CN(Cc1ccccc1Cl)C(=O)CNC(=O)C12CC3CC(CC(C3)C1)C2	2	0	5	0.0	-15	2	x	2
O=C(NCc1ccc(F)cc1)c1cc(C2CCCCN2S(=O)(=O)c2ccc(F)cc2F)on1 (configuration not stated)	-1	-1	3	0.0	0	0	-0.1	10
CCN(CC)C(=O)[C@H]1CC(CC(=O)NCc2cccc(C(F)(F)F)c2)C(=O)N2CCc3c([nH]c4ccc(OC)cc34)[C@]12C (some centres not stated)	-1	4	3	0.0	-14	-2	-0.1	-4
NC(=O)Cn1nc2sc3ccccc3n2c(=O)c1=O	-2	-2	x	0.0	-1	1	0.3	x
COc1ccc(NC(=O)N2CC(=O)N3[C@H](C2)[C@H](c2ccc(C4=CCCC4)cc2)[C@@H]3CO)cc1	4	-2	x	0.0	-37	-5	0.4	x
CCN1[C@@H]2Cn3c(ccc(C4=CCCC4)c3=O)[C@H]1[C@@H](C(=O)N[C@H](C)c1ccccc1)[C@@H]2CO	-2	-27	-2	0.2	-30	21	-0.2	1
COc1ccc(NC(=O)Nc2ccc3c(c2)C(=O)N([C@@H](C)CO)C[C@H](C)[C@H](CN(C)C(=O)Nc2ccc(C(F)(F)F)cc2)O3)cc1	1	-8	-7	0.4	-4	0	-3.0	-5
O=C(O)C1=C(OCc2ccccc2)C(=O)NCC1	-1	-2	x	0.0	-16	-1	x	x
O=C(C1CCCC1)N1CCCCN2[C@@H](CO)[C@@H](c3ccc(C#CC4CC4)cc3)[C@@H]2C1	5	-1	x	x	22	0	x	2
N#C[C@@H]1[C@H](c2ccccc2/C=C/c2ccccc2)[C@H](CO)N1S(=O)(=O)c1cccc(F)c1	2	14	x	0.1	-13	-10	0.2	x
CCC(=O)Nc1ccc2c(c1)C(=O)N(C)C[C@@H](OC)[C@H](C)CN(Cc1ccccc1C(=O)O)[C@H](C)CO2	-5	-75	-3	-0.3	-2	8	0.2	10
COCC#Cc1ccc([C@H]2[C@H]3CN(C(=O)Nc4cc(F)ccc4F)CCCCN3[C@H]2CO)cc1	x	x	-4	0.0	x	x	-0.3	-4
O=C(NCC[C@H]1CC[C@@H](NS(=O)(=O)c2ccccc2)[C@@H](CO)O1)c1ccccc1F	2	8	6	0.1	-6	1	-0.4	-5

New compounds follow:
compound	ERAP1 HTS inh	S100A4 inh HTS	esBAF inh	Xi reactivation	RAD52 anneal inh	ERp5 inh	E-sel inducer	RAD54 branch
N#CCC(=O)N/N=C/c1cn(Cc2ccc(Cl)cc2Cl)c2ccccc12	1	-1	8	0.0	3	-2	1.8	-5
Cc1ccc(S(=O)(=O)Nc2ccc3c(c2)C(=O)N([C@H](C)CO)C[C@H](C)[C@H](CN(C)Cc2ccncc2)OCCCC[C@@H](C)O3)cc1	-4	-4	-1	0.0	3	-2	x	-2
COc1ccc(-c2cn3c(C)c(C(=O)N4CCN(c5ccccc5F)CC4)sc3n2)cc1	3	-9	9	-0.3	-12	-1	x	3
COc1ccc2c(c1)[C@@]1(OCCC=C[C@H]1C)C(=O)N2Cc1ccc(F)cc1	2	-4	x	0.8	-6	-1	-0.3	x
C/C(=N\OCC(=O)Nc1ccccc1Br)c1cccs1	1	2	26	0.1	-1	-1	x	x
CS(=O)(=O)c1ccc(C(=O)Nc2ccccc2Cl)cc1	x	1	2	0.0	-11	-2	0.0	0
CC(C(=O)N(C)Cc1cccc(F)c1)N1CCN(S(=O)(=O)c2ccc3c(c2)OCCCO3)CC1 (configuration not stated)	0	-2	-4	-0.2	-2	1	-0.4	-6
O=C(NCc1cccs1)c1cc2c(s1)-c1ccccc1OC2	-7	-1	68*	0.3	-25	5	0.2	-10
Cc1ccccc1OCC(=O)OCC(=O)Nc1ccc(Cl)cn1	0	-9	-3	0.3	-10	-2	2.8	6
N/C(=N\N=C\c1ccc(O)c(O)c1)c1nonc1N	4	-4	65*	-0.2	1	7	x	x
Brc1cccc(-c2nc3ccc(Br)cn3c2Cc2ccsc2)c1	1	4	63*	0.2	-12	0	2.3	-2
CC1c2cc3c(cc2CCN1C(=O)c1ccc(Cl)cc1)OCCCO3 (configuration not stated)	-1	-8	7	0.0	-11	5	x	4
O=C(C[C@@H]1CC[C@H](NS(=O)(=O)c2ccc(F)cc2)[C@@H](CO)O1)NCc1ccccc1F	2	17	x	-0.3	1	4	-0.2	x
O=C(CSc1ncnc2[nH]ncc12)Nc1cccc(Oc2ccccc2)c1	6	-5	-5	0.5	-247	3	x	-1
CC(C)[C@H](NC(=O)C1CC1)C(=O)N1CCC[C@H]1C(=O)NCCc1ccccc1Cl	-1	1	x	0.2	-13	4	-0.1	x

Later entries.
compound	ERAP1 HTS inh	S100A4 inh HTS	esBAF inh	Xi reactivation	RAD52 anneal inh	ERp5 inh	E-sel inducer	RAD54 branch
O=C(CN1CCc2ccccc2C1)Nc1cccc(S(=O)(=O)N2CCOCC2)c1	4	u	4	0.0	-18	-1	-1.8	2
O=C(CNCc1ccco1)Nc1cc(S(=O)(=O)N2CCOCC2)ccc1N1CCCC1	-4	6	-1	-0.2	-4	3	-0.1	-3
COc1ccc(N(CC(=O)Nc2cccnc2)S(=O)(=O)c2ccccc2)cc1OC	-1	-18	5	0.2	-17	-3	0.2	2
O=C(Nc1ccncc1)c1ccc([N+](=O)[O-])cc1Cl	0	0	-2	0.0	-11	5	-0.3	-13
Cc1ccc(OCC(=O)Nc2ccc(S(=O)(=O)N3CCOCC3)cc2)c(C)c1	1	-7	-6	0.0	-10	2	-0.1	-3
CCn1cc(CN2CCCC(C(=O)Nc3cccc(-n4cccn4)c3)C2)c(C)n1 (configuration not stated)	-1	0	-3	0.0	-8	1	0.4	-2
COc1ccc([C@H]2C[C@@H](O)[C@H](n3cc(COC(=O)c4ccccc4)nn3)CN2Cc2cccs2)cc1	-4	-14	1	0.0	20	-6	-0.1	3
COCC(=O)Nc1ccc2c(c1)[C@H]1C[C@H](CC(=O)NCc3ccc4c(c3)OCO4)O[C@H](CO)[C@H]1O2	-1	2	1	0.3	8	-2	-0.2	1
CCOC(=O)CNC(=O)Cn1cnc2c(nnn2-c2ccc(OC)cc2)c1=O	-3	0	-3	0.1	13	4	-0.1	1
C[C@H]1CN([C@@H](C)CO)C(=O)c2cc(NC(=O)CCCCCC(=O)Nc3ccccc3N)ccc2O[C@@H]1CN(C)C(=O)Nc1ccc2c(c1)OCO2	2	-6	x	0.1	17	-5	3.5	x
COc1cccc(-c2cc3nc(NCc4ccccc4OC)n(C)c(=O)c3s2)c1	1	7	6	0.3	-9	11	1.9	-2
CC(C)(C)n1nc(C2CC2)cc1NC(=O)Nc1ccc(Cl)cc1	-4	3	-3	0.0	-6	1	-0.2	1
CC(=O)OCC1=C(C(=O)O)N2C(=O)[C@@H](NC(=O)CSc3ccncc3)[C@H]2SC1	2	-10	x	0.4	-38	5	4.7	9
O=C(NNC(=S)NC1CCCCC1)c1ccc2c(c1)OCO2	3	4	x	-0.1	-23	-2	3.1	5
COCCNC(=O)[C@H](CSCc1ccccc1)N1Cc2ccccc2C1=O	0	-2	x	0.0	-5	3	2.6	-12

The list goes on:
compound	ERAP1 HTS inh	S100A4 inh HTS	esBAF inh	Xi reactivation	RAD52 anneal inh	ERp5 inh	E-sel inducer	RAD54 branch
CCOC(=O)C1=C(CN2CCN(CCC#N)CC2)NC(=O)NC1c1ccc2c(c1)OCO2 (configuration not stated)	0	-3	x	0.0	0	2	u	x
CCCNC(=O)[C@H]1[C@H](CO)[C@H]2Cn3c(ccc(-c4ccccc4F)c3=O)[C@H]2N1CC1CC1	-2	24	5	0.1	-9	-3	-0.6	1
CN1c2ccc(C#Cc3cccnc3)cc2[C@@H]2[C@@H](CCN2C(=O)C2CCCC2)[C@H]1CO	-2	-5	x	0.0	7	-5	0.0	x
O=C(COc1cccnc1[N+](=O)[O-])Nc1ncc(Cl)cc1Cl	1	9	15	-0.1	-63	4	-1.3	-2
C/C=C/c1cnc2c(c1)C(=O)N([C@@H](C)CO)C[C@H](C)[C@@H](CN(C)C(=O)c1cccc(F)c1)O2	-2	9	-2	-0.6	17	0	5.5	3
